TrxR1 substrate = is turned over as a substrate by rat TrxR1 | purified TrxR1 substrate turnover, NADPH consumption readout | Potency, µM (series often up to 114 µM), for the others: at the top dose activity change, negative = substrate turnover | 0.01% of 390,000 active; also: potency is read from the fitted curve at half-maximal effect; % is scaled to controls: 0 for no effect and ±100 for the full control effect; nearly all actives have a fitted effect of over 50% in size
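Rat TrxR1, dispensed at 90 nM, was prereduced with 400 uM NADPH (final) for 5 min at ~22 deg C, then incubated with compound 15 min before 400 uM selenite. A first-read NADPH fluorescence drop versus no-compound background flagged substrates.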
rTrxR1 inhibitor = blocks rat thioredoxin reductase 1; recombinant rTrxR1, NADPH fluorescence consumption, selenite substrate; O89049; 1% of 390,000 active; Potency, µM (titrated, usually from 114 µM), inactives show top-dose activity change, negative = inhibition, most hits filed as inhibitors; also: potency is read from the fitted curve at half-maximal effect; % is scaled to controls: 0 for no effect and ±100 for the full control effect; nearly all actives have a fitted effect of over 65% in size
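Rat TrxR1 (90 nM in the dispensed reagent) was pre-reduced with 400 uM NADPH for 5 min at room temperature, then incubated with compound for 15 min. After 400 uM selenite was added, NADPH fluorescence (Ex 340/Em 450 nm) was followed for 8 min.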
D2 antagonist = antagonists of human D2 dopamine receptor | inhibition, % at 10 µM | AID 485344 | 2% of 340,000 active | P14416 | HEK293 TREx D2 cells, calcium flux, dopamine EC80; in the data active = inhibition above about 30%; also: 0% is about no effect
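Calcium mobilization kinetics were recorded at 1 s intervals in tetracycline-induced HEK293 T-REx D2 cells, first for 180 s after compound addition and then 180 s after EC80 dopamine.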
mIDH1 inhibitor = human IDH1 R132H inhibition | O75874 | IDH1-R132H enzyme, NADPH consumption, diaphorase/resazurin fluorescence | Potency, µM (highest dose often 76.6 µM), for inactives: at the top dose activity change, negative = inhibition, hits mostly inhibitors | 0.093% of 390,000 active; also: potency is read from the fitted curve at half-maximal effect; % is scaled to controls: 0 for no effect and ±100 for the full control effect; nearly all actives have a fitted effect of over 65% in size
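IDH1-R132H (0.5 ug/mL dispensed) in pH 7.5 Tris buffer was preincubated 30 min with compound, then given a substrate mix of 0.016 mM NADPH and 2 mM alpha-KG for 80 min at room temperature; remaining NADPH was read by diaphorase/resazurin fluorescence.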
PI4K2A block = PI4K2A (human) kinase inhibition. Q9BTU6. purified PI4K2A, ADP-Glo luminescence, 1 h; hits give low values. activity change, negative = inhibition, % at 76.9 µM. 0.13% of 420,000 active; in the data active = activity change below about -50%; inconclusive = mostly about -30% to -49%;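 also: -100% = wells without enzyme as full effect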
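ADP-Glo luminescence measured ADP generated by PI4K2A enzyme (4 ug/mL before mixing) with 1.2 mM PI substrate (pre-mix) and 300 microM ATP (pre-mix). Tris pH7.5 buffer with MgCl2, Triton X-100; 1 h reaction at ambient temperature.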
USP1-UAF1 inh = blocks the human USP1/UAF1 deubiquitinase complex | O94782 | recombinant USP1/UAF1, Ub-Rhodamine cleavage fluorescence | Potency, µM (titrated, usually from 57.1 µM), for the others: at the top dose activity change, negative = inhibition, most hits filed as inhibitors | 0.23% of 390,000 active | AID 743255; also: potency is read from the fitted curve at half-maximal effect; % is scaled to controls: 0 for no effect and ±100 for the full control effect; nearly all actives have a fitted effect of over 60% in size; inactives centre near -12
Target sequence (O94782 whole entry, looked up): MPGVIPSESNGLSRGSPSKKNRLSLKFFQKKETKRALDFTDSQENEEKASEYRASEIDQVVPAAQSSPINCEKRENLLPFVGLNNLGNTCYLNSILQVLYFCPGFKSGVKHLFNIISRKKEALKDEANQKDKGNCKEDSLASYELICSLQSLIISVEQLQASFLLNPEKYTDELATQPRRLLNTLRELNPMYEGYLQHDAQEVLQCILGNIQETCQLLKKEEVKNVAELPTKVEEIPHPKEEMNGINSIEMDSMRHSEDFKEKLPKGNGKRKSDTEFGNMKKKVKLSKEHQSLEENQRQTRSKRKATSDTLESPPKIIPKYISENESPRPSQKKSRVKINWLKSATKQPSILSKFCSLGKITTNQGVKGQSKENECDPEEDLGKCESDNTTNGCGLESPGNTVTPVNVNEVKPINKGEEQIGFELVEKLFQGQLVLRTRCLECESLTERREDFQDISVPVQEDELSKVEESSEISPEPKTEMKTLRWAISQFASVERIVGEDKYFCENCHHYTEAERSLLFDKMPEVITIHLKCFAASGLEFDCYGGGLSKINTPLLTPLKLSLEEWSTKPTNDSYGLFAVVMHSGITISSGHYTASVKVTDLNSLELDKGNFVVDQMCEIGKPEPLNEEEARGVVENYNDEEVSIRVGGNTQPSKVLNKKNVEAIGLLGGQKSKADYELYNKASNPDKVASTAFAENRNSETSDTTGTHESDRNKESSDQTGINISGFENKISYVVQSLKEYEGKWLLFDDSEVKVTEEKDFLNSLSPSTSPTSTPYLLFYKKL
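USP1/UAF1 complex (1 nM) preincubated 15 min at room temperature with compound, then Ub-Rho substrate (150 nM final) added. Kinetic fluorescence at 480/540 nm over 6 reads at 60 s intervals; 50 mM HEPES pH 7.8, 0.5 mM EDTA, 0.1 mg/ml BSA, 1 mM TCEP, 0.01% Tween-20.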
TRHR agonist = agonists of human TRH receptor | TRHR cells, calcium flux fluo-8, FDSS agonist mode | P34981 | 0.18% of 360,000 active | AID 493084 | activation, % at 2 µM; in the data active = activation above about 30%; also: 0% is about no effect
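TRHR-expressing cells, plated overnight in medium with 10% serum, were loaded with fluo-8 calcium dye at room temperature. After a 10 s baseline, library compound was pin-added and calcium release was recorded kinetically (ex 480/em 530) as agonist response.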
TRHR enhancer = allosterically enhances the human TRH receptor; P34981; TRHR cells, fluo-8 calcium fluorescence, EC20 TRH enhancement; enhancement, % at 2 µM; 0.66% of 360,000 active; in the data active = enhancement above about 30%; also: 0% is about no effect
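Enhancer read-out: after compound pinning and an initial kinetic agonist-mode read, an EC20 of TRH (10 nM final) was injected and fluo-8 calcium signal (Ex 480/Em 530) followed at 1 s/cycle for 100 cycles in TRHR-expressing cells.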
D2 ag = activates the human D2 dopamine receptor. P14416. HEK293 T-REx D2 cells, calcium flux agonist mode. activation, % at 2 µM. 0.53% of 340,000 active. AID 485358;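 active = activation over 3 SD above normal in the single-dose calcium agonist read, cut at about 30% in these data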; also: 0% is about no effect
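Agonism scored from kinetic calcium signal (1 read/sec, 180 s) following compound pin transfer, after a 10 s baseline. Cells: HEK293 Trex line expressing inducible D2 receptor coupled to calcium, dye-loaded after overnight culture at 30 C.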
An asterisk follows results filed as active; ? = inconclusive; · = not tested or not shown; & = joins results of further samples; [ ] = remark or other dose. Unless noted, calls follow the shape of the dose curve; as a rule, active = well fitted inhibition curve with a large enough effect; inconclusive = small, poorly fitted or top-dose-only effect; inactive = no such curve, though single readings can be large or run the other way.

SMILES	TrxR1 substrate	rTrxR1 inhibitor	D2 antagonist	mIDH1 inhibitor	PI4K2A block	USP1-UAF1 inh	TRHR agonist	TRHR enhancer	D2 ag
CC(CC(=O)N1CCc2ccccc21)S(=O)(=O)c1ccc2c(c1)NC(=O)CO2 (stereo unspecified)	-2%	12%	-13	0%	2	-7%	-0.9	-3	-2.2
C=CCc1cccc([C@@H]2[C@@H](C)CC[C@H]3C(=O)N4[C@@H](c5cc(OC)c(OC)c(OC)c5)c5[nH]c6ccccc6c5C[C@H]4C(=O)N23)c1	·	·	-8	·	·	·	0.1	0	0.1
CC1=C(C(=O)Nc2ccc(F)cc2)C(c2cccc(C)c2)n2nc(CCCO)nc2N1 (stereo unspecified)	5%[57.1 µM]	8%[57.1 µM]	-3	14%	2	-14%	0.1	-4	0.9
Cc1cc(C)cc(NC(=O)CCc2nc3ccccc3[nH]2)c1	5%[57.1 µM]	6%[57.1 µM]	·	-5%	2	-2%	·	·	·
Cc1nnc(NC(=O)CN2C(=O)NC3(CCCC3)C2=O)s1	9%	20%	19	2%	3	-19%	-1.3	-5	0.1
CCOC(=O)CNC(=O)c1cc(OC)cc(OC)c1	-12%	-11%	39*	12%	-7	-26%	0.0	4	-0.5
COc1ccc(S(=O)(=O)N(C)C)cc1NC(=O)CCNC(=O)c1ccco1	12%[57.1 µM]	23%[57.1 µM]	0	3%	2	-22%	0.5	0	0.0
CCOc1cc(-c2sc(Nc3ccccc3)n[n+]2C)ccc1OC	-1%	12%	-10	6%	-1	-26%	-0.8	-1	-0.2
CC(C)(C)OC(=O)N1CCC(C(=O)Nc2ccc(C(=O)NC3CC3)cc2)CC1	1%	18%	·	16%	-3	-14%	·	·	·
CSc1ccccc1NC(=O)COc1ccc(Cl)cc1Cl	-1%	7%	9	1%	-10	-14%	1.6	2	0.3
Cc1ccsc1/C=N/NC(=O)C(=O)NCC(C)C	-2%[57.1 µM]	-10%[57.1 µM]	-7	3%	-6	-4%	-1.1	3	0.0
CCCCCn1c(=O)[nH]c2cc(C(=O)N3CCN(c4cc(Cl)ccc4C)CC3)ccc2c1=O	2%[2.29 µM]	8%	·	-33%	5	-16%	0.2	3	0.1
CCS(=O)(=O)Nc1cccc(-c2ccc3nnc(-c4cccnc4)n3n2)c1	12%	21%	-10	-2%	-19	-22%	0.6	22	0.2
Brc1ccc(COn2ccnc2)cc1	-9%	-10%	0	2%	10	5%	0.0	3	1.1
CCC(=O)Nc1ccc(C2C(=O)c3ccccc3C2=O)cc1	-14%	-13%	-2	1%	2	-13%	-2.5	7	0.3
CCOc1ccc(CN2C(=O)c3ccccc3Sc3ccc(C(=O)N4CCN(C)CC4)cc32)cc1	0%	14%	·	-5%	1	-16%	1.4	-1	0.6
N#CC1(C#N)CC(C=O)=C(N)C1(C#N)CC(=O)c1ccc(F)cc1 (stereo unspecified)	-9%[57.1 µM]	?	8	1%	-12	?	17	-4	7.5
COCCCNC(=O)C(=O)Nc1ccc2c(c1)N(S(=O)(=O)c1cccs1)CCC2	-2%	12%	0	3%	-2	-20%	0.3	-4	0.2
Cn1c(CNC(=O)CNC(=O)c2ccc(C(C)(C)C)cc2)cc(=O)n(C)c1=O	-1%	18%	-14	-8%	0	-19%	-0.2	5	0.0
Cc1ccsc1/C=N/NC(=O)c1nnn(-c2nonc2N)c1C(C)C	0%	7%	9	0%	2	-19%	-0.5	7	1.1
COc1ccc(C(=O)c2coc3ccc(O)c(CN(C)C)c23)cc1	5%	6%	-1	12%	-4	-17%	1.0	-12	-0.3
CC(=O)Nc1ccc(Sc2ncccc2C(=O)Nc2ccc(OC(F)(F)F)cc2)cn1	4%	14%	-33	-1%	7	-11%	0.2	4	0.0
Cc1ccc(C2c3c(oc4ccccc4c3=O)C(=O)N2c2nnc(C(C)C)s2)o1 (stereo unspecified)	-9%[57.1 µM]	0%[57.1 µM]	-3	18%	0	-11%	-0.9	4	-0.6
O=C(/C=C/c1ccccc1[N+](=O)[O-])NC1CCCC1	5%[57.1 µM]	3%[57.1 µM]	11	4%	1	5%	-0.4	0	-0.6
NC(=O)c1ccccc1NC(=O)c1ccc(-c2ccc(Br)cc2)o1	75%[activator]	81%	·	-14%	0	15%	0.7	-1	0.3
CCn1c(C)c(C(=O)O)c2cc(OC)c3ccccc3c21	57%[activator]	24%	9	16%	-3	-23%	0.1	5	0.5
CCN(CC)S(=O)(=O)c1ccc(C(=O)C(C#N)c2ccccn2)cc1 (stereo unspecified)	-3%	-12%	-19	-3%	1	2%	0.0	9	-0.3
COc1cccc(-n2c(=O)c3c(C)c(C(=O)N(C)C)sc3n(CC(=O)Nc3ccc(C)cc3Cl)c2=O)c1	1%[57.1 µM]	16%[57.1 µM]	·	13%	1	-29%	-0.1	4	0.2
Cc1ccc(C)c(OCCCCN2CCCCC2)c1	-4%	6%	26	-6%	5	-9%	0.1	-8	0.6
COc1ccc(C(=O)C2CCCN(Cc3cccn3-c3cccnc3)C2)cc1OC (stereo unspecified)	5%[57.1 µM]	8%[57.1 µM]	7	2%	1	2%	-1.2	3	0.3
CCOc1ccc(C(=O)CC(C(=O)O)N2CCN(Cc3ccccc3)CC2)cc1 (stereo unspecified)	-9%	16µM*	-9	2%	-13	-2%	0.3	-2	0.2
Cc1c(NC(=O)CC(O)(C(F)(F)F)C(F)(F)F)c(=O)n(-c2ccccc2)n1C	2%[57.1 µM]	-9%	7	0%	2	-4%	0.8	-9	0.5
COn1c(SCc2ccccc2)nc2ccccc2c1=O	-5%	-9%	4	3%	-9	-22%	0.5	1	0.4
Cc1ccc(Cn2cccc2/C=C2/C(=N)N3C=CSC3=NC2=O)cc1	-4%	-2%	1	-2%	6	0%	-1.2	2	-0.9
COc1ccc(N(CC(=O)Nc2cc(C)ccc2OC)S(=O)(=O)c2c(C)noc2C)cc1	5%	17%	-13	2%	2	-17%	0.3	-2	1.3
Cn1c(N2CCN(C(c3ccccc3)c3ccccc3)CC2)nc2ccccc21	3%[57.1 µM]	16%	-6	1%	-1	-13%	1.1	3	1.4
O=C(CCN=C1NS(=O)(=O)c2ccccc21)Nc1ccc(F)cc1Cl	15%	31%	·	7%	-12	-19%	·	·	·
CSCCC(NS(=O)(=O)c1ccc(Cl)cc1)C(=O)OCC(=O)N1CCCc2ccccc21 (stereo unspecified)	0%	19%	-5	6%	-2	-7%	-0.2	1	-0.1
COc1ccc(CN2CCC(Oc3ccc(C(=O)N4CCCCC4)cc3)CC2)cc1C	-8%	-10%	0	-2%	0	-11%	1.1	1	-0.1
CCOc1ccc(Br)cc1S(=O)(=O)Nc1ccc(C(=O)Nc2ccccc2OC)cc1	-4%	17%[57.1 µM]	13	2%	-2	-2%	0.7	-1	0.2
CN(CC(=O)Nc1cccc(S(=O)(=O)N2CCCC2)c1)CC(=O)Nc1ccc(Cl)c(C(F)(F)F)c1	-9%[57.1 µM]	29%	-13	-4%	-2	-17%	0.9	-6	0.2
CCC(NC(=O)CCc1c(C)c2cc3c(-c4ccccc4)coc3cc2oc1=O)C(=O)O (stereo unspecified)	-4%	-4%	-11	0%	0	-21%	0.4	-2	-0.1
O=C(O)CCCN1C(=O)c2ccccc2Sc2ncccc21	0%	19%	18	2%	6	-20%	-0.1	-1	1.2
CC(=O)Nc1cc2c(cc1[N+](=O)[O-])-c1ccccc1C2=NO	5%[11.4 µM]	15%[11.4 µM]	·	7%	8	-16%	·	·	·
O=S1(=O)N=C(Nc2cccc(C(F)(F)F)c2)c2ccccc21	8%	23%	·	19%	-1	-21%	1.1	5	0.7

Some of the entries so far, with values under each structure:
Below each SMILES: TrxR1 substrate	rTrxR1 inhibitor	D2 antagonist	mIDH1 inhibitor	PI4K2A block	USP1-UAF1 inh	TRHR agonist	TRHR enhancer	D2 ag
- Cc1c(NC(=O)CC(O)(C(F)(F)F)C(F)(F)F)c(=O)n(-c2ccccc2)n1C
  2%[57.1 µM]	-9%	7	0%	2	-4%	0.8	-9	0.5
- COn1c(SCc2ccccc2)nc2ccccc2c1=O
  -5%	-9%	4	3%	-9	-22%	0.5	1	0.4

(more compounds)
SMILES	TrxR1 substrate	rTrxR1 inhibitor	D2 antagonist	mIDH1 inhibitor	PI4K2A block	USP1-UAF1 inh	TRHR agonist	TRHR enhancer	D2 ag
C/C(=N\NC(=O)c1ccccc1O)c1ccc(Br)s1	-9%	-6%	-1	14%	-6	-11%	0.1	-5	11
Cc1ccc(C(=O)COC(=O)CNS(=O)(=O)c2ccc(C)cc2)cc1	-16%	-17%	2	2%	4	-8%	-1.8	7	-0.6
C[C@@H]1CCC(=O)N(CC[C@H](Sc2ccc(Br)cc2)c2ccccc2)CC1	-3%&-4%	18%&10%	6	3%	-1	-19%	1.5	-7	0.4
CN(C)c1ccc(/C=N/NC(=O)c2cnc3ccccc3c2)cc1	-5%	2%	15	-5%	3	-6%	-0.7	4	-0.8
COc1ccc(CNC(=O)CN2C(=O)NC3(CCCCCC3)C2=O)cc1OC	2%	12%	10	-1%	-1	-4%	0.7	-4	0.2
N#Cc1ccc(NC(=O)COC(=O)CSc2nnc(-c3ccc(Cl)cc3)o2)cc1	0%	10%	31*	1%	-1	-28%	-0.1	-9	1.8
CCn1nnnc1NCc1cccn1C	1%	-30%	-17	2%	-20	-8%	-0.5	-2	0.0
Cc1cccc(NC(=O)CCN2CCOCC2)c1	-11%	-22%	2	0%	-1	-2%	0.2	1	-0.1
N/C(=N\OC(=O)c1ccc(Cl)c(Cl)c1)c1ccccn1	-9%	15%	-1	-6%	3	-17%	-1.0	-4	0.0
COc1ccc(CN(C(=O)Cc2c[nH]c3ccccc23)C(C(=O)NC2CCCCC2)c2ccc(C)o2)cc1 (stereo unspecified)	1%	9%	13	-17%	-4	-21%	-0.4	-2	0.5

Source: PubChem BioAssay (National Center for Advancing Translational Sciences (NCATS))
